AMA1 RON2 block = disrupts binding of P. falciparum AMA1 to RON2; AlphaScreen AMA1-biotinylated RON2 peptide binding; hit rate 0.2% among 360,000; Potency, µM (highest dose often 58.2 µM), without a hit: top-dose activity change, negative = inhibition, usual class: inhibitors;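 note: potency is the fitted concentration of half-maximal effect; 0% = vehicle wells and -100% = peptide control; nearly all actives have a fitted effect of over 45% in size; some results filed as inactive show a strong effect at the top dose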
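AMA1 (3D7) with his tag at 25 nM final met compounds first, then biotinylated RON2 peptide at 25 nM; detection used donor plus acceptor beads, 10 µg/mL apiece, read by AlphaScreen after 30 min at room temperature.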
HCV inhibitor = inhibitors of hepatitis C virus infection; AID 651820; hit rate 3.4% among 340,000; Potency, µM (doses to about 41.8 µM), without a hit: at the top dose activity change, negative = inhibition, most hits filed as inhibitors; Huh7.5.1 HCVcc-Cre infection, luciferase reporter, 44 h; note: potency is the fitted concentration of half-maximal effect
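Compounds are dispensed onto cells plated 4 h earlier at 1,000 per well, with HCVcc-Cre virus (about 0.5 moi) added next. Following 44 h of culture, luminescent signal is measured for 15 sec after 15 min with substrate at room temperature.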
Sm TGR block = blocks Schistosoma mansoni thioredoxin glutathione reductase; purified TGR, DTNB reduction, TNB absorbance 405 nm; Potency, µM (doses to about 114 µM), without a hit: at the highest dose activity change, negative = inhibition, usual class: inhibitors; hit rate 3% among 360,000; AID 485364; note: potency is the fitted concentration of half-maximal effect; nearly all actives have a fitted effect of over 60% in size
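TGR 20 nM + NADPH 100 uM (dispensed conc.), cpd preinc 15 min RT; start with NADPH (500 uM addition) then DTNB (15 mM addition). Kinetic TNB absorbance, 405 nm filter. Four-parameter Hill fit across titration.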
AmpC inh detg = AmpC beta-lactamase inhibition with detergent present | hit rate 0.041% among 370,000 | AmpC hydrolysis of nitrocefin, absorbance 480 nm, 0.01% Triton | Potency, µM (titrated, usually from 114 µM), inactives show top-dose activity change, negative = inhibition, most hits filed as inhibitors;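 note: potency is the fitted concentration of half-maximal effect; 0% = no-compound wells and -100% = no-enzyme wells; nearly all actives have a fitted effect of over 25% in size; some results filed as inactive show a strong effect at the top dose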
Target sequence (P00811 whole entry, looked up): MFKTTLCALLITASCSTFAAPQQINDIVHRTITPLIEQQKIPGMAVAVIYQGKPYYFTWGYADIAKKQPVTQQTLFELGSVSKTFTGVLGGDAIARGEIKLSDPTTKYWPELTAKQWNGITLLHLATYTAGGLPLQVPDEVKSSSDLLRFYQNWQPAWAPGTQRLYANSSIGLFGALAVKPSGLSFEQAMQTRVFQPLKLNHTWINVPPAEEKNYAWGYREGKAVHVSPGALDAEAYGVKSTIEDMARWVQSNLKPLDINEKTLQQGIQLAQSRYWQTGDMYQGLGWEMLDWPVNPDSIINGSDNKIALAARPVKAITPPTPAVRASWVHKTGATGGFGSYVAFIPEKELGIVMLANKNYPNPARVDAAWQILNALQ
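AmpC (5.3 nM in the dispensed reagent) in 20 mM phosphate pH 7.0 with 0.01% (detergent screen) or 0.0001% Triton X-100 was preincubated with compounds for 15 min at room temperature. Nitrocefin was then added from an 800 uM solution, and hydrolysis was followed at 480 nm.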
HCMV antiviral = blocks human cytomegalovirus replication | HFF cells, HCMV-luciferase reporter, 72 h; hits give low values | activity change, negative = inhibition, % at 57.5 µM | hit rate 4.5% among 410,000; in the data active = activity change below about -60%; inconclusive = no clear call, values can overlap the other calls; inactive = above about -39%
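Compounds were evaluated in HFFs infected with an HCMV luciferase reporter virus (MOI 1 PFU/cell). Luciferase in lysates collected 72 h post infection served as the replication measure.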
Giardia FBPA inh = blocks Giardia fructose-bisphosphate aldolase activity. A8B2U2. hit rate 0.71% among 290,000. purified Giardia FBPA. Potency, µM (series often up to 59.6 µM), without a hit: top-dose activity, negative = inhibition, most hits filed as inhibitors; note: potency is the fitted concentration of half-maximal effect; nearly all actives have a fitted effect of over 55% in size
Target sequence (A8B2U2 whole entry, looked up): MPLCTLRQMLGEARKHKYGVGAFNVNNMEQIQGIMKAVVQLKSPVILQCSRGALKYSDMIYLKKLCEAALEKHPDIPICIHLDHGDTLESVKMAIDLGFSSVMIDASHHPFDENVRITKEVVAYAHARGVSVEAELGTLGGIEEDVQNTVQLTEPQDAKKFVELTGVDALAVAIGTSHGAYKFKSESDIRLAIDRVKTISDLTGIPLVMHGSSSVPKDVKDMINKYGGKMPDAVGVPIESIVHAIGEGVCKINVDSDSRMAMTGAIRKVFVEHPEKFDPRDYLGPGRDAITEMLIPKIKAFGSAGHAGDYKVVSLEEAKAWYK
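40 nM FBPA preincubated 10 min at RT with compound (up to 57.5 uM final), then substrate plus GAPDH/TPI/NAD/arsenate coupling and diaphorase/resazurin added. Fluorescence read after 20 min at RT, 525/598 nm.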
Active calls of the source: *; ? = inconclusive; . = not tested or not shown; & = joins results of further samples; [ ] = another dose, or the depositor's remark. Unless noted, calls come from the whole dose curve; as a rule, active = well fitted curve in the direction sought with a large enough effect; inconclusive = small, poorly fitted or top-dose-only effect, or another doubt; inactive = no such curve, though single readings can be large; an effect the other way counts as inactive or inconclusive. Unless noted, % is set by controls: 0 for no effect and ±100 for the full control effect. Random draw from the library, and some 9.3% of all compounds hit somewhere here.

1. CCCCc1ccc(NC(=S)N2CCCC(CO)C2)cc1 (stereo not given)
2. O=C(Nc1sc2c(c1C(=O)NCc1cccnc1)CCCC2)c1ccco1
3. Cc1ccc(N=Nc2c(C)[nH]n(-c3ccccc3)c2=O)cc1Br
4. Cc1n[nH]c(=S)n(/N=C/c2cccs2)c1=O
5. CCN(CC)S(=O)(=O)c1cc(NC(=O)C(C)N2CCN(Cc3ccc4c(c3)OCO4)CC2)ccc1C (stereo not given)
6. CN1CCN(/C=C2\SC(=S)NC2=O)CC1

compound no.	1	2	3	4	5	6
AMA1 RON2 block	11%[2.32 µM]	12%	-9%	58%[activator]	-4%	-5%
HCV inhibitor	3%	7.9µM*	14%	11%	?	10%
Sm TGR block	8%	?	3%	18%	7%	-13%
AmpC inh detg	-8%	-7%	-3%	7%	-13%	0%
HCMV antiviral	-30	39	8	17	-10	-23
Giardia FBPA inh	-6%	1%	?	?	2%	?

7. Cc1ccccc1-c1nc(CS(=O)(=O)CC(=O)N2CCN(c3ccccc3)CC2)c(C)o1
8. Clc1ccc(OCC#CCN2CCCCCC2)cc1
9. Cc1nn(C)c(C)c1S(=O)(=O)N(CC(=O)NCc1cccs1)c1ccc(C(C)C)cc1
10. CCc1ccc(NC(=O)C(=O)NCCN2CCN(C(=O)c3ccco3)CC2)cc1
11. O=C(OC1CCOC1=O)c1ccccc1C(=O)c1ccc(Cl)c([N+](=O)[O-])c1 (stereo not given)
12. NC(=O)c1cccnc1Oc1ccccc1

compound no.	7	8	9	10	11	12
AMA1 RON2 block	.	2%	-1%	-2%	13%	-7%
HCV inhibitor	.	-13%	-9%	1%	11µM*	12%
Sm TGR block	6%	?	3%	?	25µM*	4%
AmpC inh detg	1%	?	?	-2%	-7%	11%
HCMV antiviral	-29	1	-29	19	.	40
Giardia FBPA inh	.	-30%	2%	0%	.	2%

13. COc1ccc(CNCCS(=O)(=O)NC2CCCC2)cc1
14. CCOC(=O)c1sc(NC(=O)CSc2nc3c(c(=O)n2-c2ccccc2)SCC3)c(C(=O)OCC)c1C
15. Cc1ccc(S(=O)(=O)NC(CC(=O)N2CCC3(CC2)OCCO3)c2ccco2)cc1 (stereo not given)
16. COc1ccc(C2C(=O)N(C3CCCCC3)CC(=O)N2C2CCCC2)cc1 (stereo not given)
17. CCCC(=O)Nc1ccc(C(=O)NCC(=O)OCC)cc1
18. CC1CC(C)(C)NC(=S)N1CC(=O)N1CCN(Cc2ccc3c(c2)OCO3)CC1 (stereo not given)

compound no.	13	14	15	16	17	18
AMA1 RON2 block	15%	.	-4%	-4%	0%	6%
HCV inhibitor	0%	-2%[8.37 µM]	5%	.	14%	3%
Sm TGR block	.	-1%	?	1%	5%	3%
AmpC inh detg	.	-13%	-5%	?	-1%	4%
HCMV antiviral	-6	.	-19	-8	28	-40
Giardia FBPA inh	.	7%	-1%	.	0%	3%

19. O=S(=O)(Nc1nc2n(n1)C(c1ccc(F)cc1)C=C(c1ccccc1)N2)c1ccccc1 (stereo not given)
20. COc1cc(/C=C/c2noc(-c3ccccc3O)n2)ccc1OC(C)=O
21. Oc1ccccc1CN1CCC(C(O)(c2ccccc2)c2ccccc2)CC1
22. CC(=O)c1sc(NC(=O)c2ccc(C)cc2)nc1C
23. CCCC(C(=O)NCc1ccco1)N(CC1CCCO1)C(=O)CNS(=O)(=O)c1ccc(F)cc1 (stereo not given)
24. CCOc1ccc(N(CC(=O)NCCSCc2ccccc2Cl)S(C)(=O)=O)cc1

compound no.	19	20	21	22	23	24
AMA1 RON2 block	.	5%	-2%	22%	0%	-7%
HCV inhibitor	.	?	-14%	?	-7%	8%
Sm TGR block	1%	5%	0%	4%	-14%	14%
AmpC inh detg	5%	-10%	-11%	4%	-1%	-1%
HCMV antiviral	12	59	?	18	14	51
Giardia FBPA inh	.	-2%	-1%	.	-9%	8%

One compound at a time, from the list above:
Cc1nn(C)c(C)c1S(=O)(=O)N(CC(=O)NCc1cccs1)c1ccc(C(C)C)cc1 in the list: AMA1 RON2 block: -1%; HCV inhibitor: -9%; Sm TGR block: 3%; AmpC inh detg: ?; HCMV antiviral: -29; Giardia FBPA inh: 2%
Oc1ccccc1CN1CCC(C(O)(c2ccccc2)c2ccccc2)CC1 in the list: AMA1 RON2 block: -2%; HCV inhibitor: -14%; Sm TGR block: 0%; AmpC inh detg: -11%; HCMV antiviral: ?; Giardia FBPA inh: -1%

The list continues.
25. COc1ccc(C(=O)N[C@H](C(=O)NCc2ccc(C)cc2)C(C)C)cc1
26. COc1ccccc1CCC(=O)Oc1ccc(C#N)cc1OC
27. Cc1nc(Cl)cc(N/N=C/c2ccccc2)n1
28. COc1c(Cl)ccc(Cl)c1C(=O)OCC(=O)O
29. O=C1C=C(O)C(n2cncn2)C(c2cc(F)ccc2F)C1 (stereo not given)
30. O=C(CCN1C(=O)c2ccccc2S1(=O)=O)Nc1ccc(C(=O)O)cc1

compound no.	25	26	27	28	29	30
AMA1 RON2 block	-2%	9%	0%	6%	4%	-6%
HCV inhibitor	-4%	2%	-18%	14%	18%	20%
Sm TGR block	-1%	-10%	7%	?	4%	4%
AmpC inh detg	0%	11%	4%	-16%	-5%	-5%
HCMV antiviral	-35	.	24	?	-30	5
Giardia FBPA inh	3%	.	-14%	18%	-7%	20%

31. O=C(Nc1ccccc1N1CCOCC1)c1ccc2ccccc2c1
32. O=C(COC(=O)C1CCC(=O)N1)Nc1cc(Cl)ccc1Cl (stereo not given)
33. CC(=O)N1CCc2cc(CNS(=O)(=O)c3ccc(Br)s3)ccc21
34. Cn1c(=O)c2[nH]c(SCc3cccnc3)nc2n(C)c1=S
35. CCOc1ccc(-n2c(C)nnc2SCC(=O)N(CC)CC)cc1
36. CCOC(=O)c1c(C)[nH]c(C(=O)OCC(=O)NCc2ccccc2)c1C

compound no.	31	32	33	34	35	36
AMA1 RON2 block	-26%	11%	.	6%	-11%	2%
HCV inhibitor	-25%	5%	.	12%	15%	?
Sm TGR block	-10%	3%	5%	.	12%	.
AmpC inh detg	-12%	4%	1%	.	-12%	.
HCMV antiviral	15	17	-27	-20	?	43
Giardia FBPA inh	4%	0%	.	.	0%	.

37. C#CCOc1ccc(C2CC(=O)Nc3c2c(C)nn3-c2nc(C)cc(C)n2)cc1 (stereo not given)
38. N#Cc1cc(C(=O)c2ccccc2O)cn(-c2ccc(Cl)cc2)c1=O
39. N#CC1c2ccccc2-n2nncc2CN1Cc1cc(Cl)cc(Cl)c1 (stereo not given)
40. CC(C)c1ccc(S(=O)(=O)N2CCC(C(=O)NCC3(N(C)C)CCCCC3)CC2)cc1
41. COc1cc(/C=N/NC(=O)c2cc(-c3ccccc3OC(C)C)nc3ccccc23)ccc1O
42. COc1ccccc1C(=O)Nc1nnc(S(=O)(=O)N2CCN(c3ccc(F)cc3)CC2)s1

compound no.	37	38	39	40	41	42
AMA1 RON2 block	.	0%	-6%	7%	1%	-11%
HCV inhibitor	.	?	5.6µM*	?	-12%	-6%
Sm TGR block	-15%	-8%	.	-2%	-15%	3%&0%
AmpC inh detg	18%	0%	.	-2%	?	2%&-4%
HCMV antiviral	-11	-15	-100*	?	-21	17&14
Giardia FBPA inh	.	-4%	.	.	1%	.

43. C/C(=N\NC(=O)CN(c1ccccc1)S(C)(=O)=O)c1ccccc1O
44. O=S(=O)(Cc1cc(Cl)nc(-c2cccnc2)n1)c1ccccc1
45. CCCc1cc(=O)[nH]c2nnc(SCC)n12
46. CC(C)CC(=O)NCC1(N(C)C)CCCCC1
47. CC(C)CCn1c(N2CCN(Cc3ccccc3)CC2)nc2c1c(=O)[nH]c(=O)n2C
48. COc1cccc(C=NCC(C)N=Cc2cccc(OC)c2O)c1O (stereo not given)

compound no.	43	44	45	46	47	48
AMA1 RON2 block	55%[activator]	12%	.	.	.	17%
HCV inhibitor	?	?	.	.	0%	9%
Sm TGR block	2%	-8%	9%	-5%	0%	-2%
AmpC inh detg	3%	10%	0%	22%	11%	-13%
HCMV antiviral	-22	.	38	13	.	-13
Giardia FBPA inh	14%	-6%	.	.	-2%	-7%

49. NS(=O)(=O)c1cccc(NC(=O)CCCC2CCCCC2)c1
50. Cc1csc(NC(=O)C2CC(=O)N(Cc3ccco3)C2)n1 (stereo not given)
51. CO/N=C/NC(=O)Cc1cn(-c2ncc(C(F)(F)F)cc2Cl)c2ccccc12
52. CC1CCCCC1NC(=O)C(C)N1C(=O)c2ccccc2C1=O (stereo not given)
53. COCCNC(=O)Cn1c(=O)n(-c2ccc(C)c(C)c2)c(=O)c2c3c(sc21)CCCCC3
54. O=C(NC(=S)Nc1ccccc1C(=O)O)c1ccc(-c2ccc(Br)cc2)o1

compound no.	49	50	51	52	53	54
AMA1 RON2 block	-3%	15%	6%	12%	.	93%[activator]
HCV inhibitor	10%	5%	?	?	.	-21%
Sm TGR block	4%	45µM*	-19%	-9%	0%	3.5µM*
AmpC inh detg	?	2%	2%	7%	19%	4%
HCMV antiviral	1	-11	-36	5	0	?
Giardia FBPA inh	12%	5%	0%	.	.	.

55. O=C(Nc1ccc(NC(=O)C2CC2)nc1)c1cccc(F)c1
56. CCOc1ccccc1N1CCN(S(=O)(=O)c2ccc(F)c(F)c2)CC1
57. Cc1cccc(NC(=O)CN(C)C(=O)/C=C/c2ccccc2)c1C
58. Cc1cccc(NCc2ccccc2)c1
59. CCC(=O)N1CCc2cc(Br)cc(S(=O)(=O)NCc3ccco3)c21
60. COc1ccc(OCc2nnc(SCC(=O)NC3CC3)n2C)cc1

compound no.	55	56	57	58	59	60
AMA1 RON2 block	-8%	3%	-14%	-13%	0%	-13%
HCV inhibitor	-1%	-29%	8%	12%	0%	6%
Sm TGR block	-3%	-5%	0%	9%	35µM*	-18%
AmpC inh detg	2%	-12%	-1%	-7%	3%	-2%
HCMV antiviral	30	-12	-31	0	.	-33
Giardia FBPA inh	1%	3%	.	1%	10%	1%

61. O=C(CSc1nc(Nc2ccccc2)nc(N2CCOCC2)n1)Nc1ccc2c(c1)OCCO2
62. CCCC(=O)Oc1ccc2c(C)cc(=O)oc2c1
63. O=C(OCC(=O)N1CCN(C(=O)c2ccco2)CC1)c1cc(S(=O)(=O)Nc2ccc(Cl)cc2)ccc1O
64. CCN(C(=O)CSc1nnc(-c2ccccc2Cl)n1C1CCCC1)C1CCS(=O)(=O)C1 (stereo not given)
65. O=P(COc1ccccc1)(c1ccccc1)c1ccccc1
66. COc1ccc2cc1Oc1ccc(cc1)C[C@H]1c3cc(c(OC)cc3CCN1C)Oc1c(OC)c(OC)cc3c1[C@@H](C2)N(C)CC3
67. O=S(=O)(c1cccc(-c2nn3c(-c4ccncc4)nnc3s2)c1)N1CCOCC1

compound no.	61	62	63	64	65	66	67
AMA1 RON2 block	-16%	0%	-4%	-5%	3%	-29%	.
HCV inhibitor	-27%	15%	7%	19%	-33%	?	7%
Sm TGR block	5%	-10%	45µM*	0%	-15%	35µM*	2%
AmpC inh detg	?	-13%	3%	-11%	-1%	-5%	-5%
HCMV antiviral	21	5	2	-1	-24	-66*	.
Giardia FBPA inh	-2%	-4%	12%	1%	4%	-8%[21.7 µM]	9%

Screening results as filed in PubChem.
